Screening data (PubChem)
POLI inh: blocks human DNA polymerase iota activity; AID 588590; Pol iota fluorescent replication assay, 10 min; Potency, µM (titrated, usually from 115 µM), inactives show at the top dose activity, negative = inhibition, hits mostly inhibitors; actives 1% (n = 390,000)
Target sequence (Q9UNA4 whole entry, looked up): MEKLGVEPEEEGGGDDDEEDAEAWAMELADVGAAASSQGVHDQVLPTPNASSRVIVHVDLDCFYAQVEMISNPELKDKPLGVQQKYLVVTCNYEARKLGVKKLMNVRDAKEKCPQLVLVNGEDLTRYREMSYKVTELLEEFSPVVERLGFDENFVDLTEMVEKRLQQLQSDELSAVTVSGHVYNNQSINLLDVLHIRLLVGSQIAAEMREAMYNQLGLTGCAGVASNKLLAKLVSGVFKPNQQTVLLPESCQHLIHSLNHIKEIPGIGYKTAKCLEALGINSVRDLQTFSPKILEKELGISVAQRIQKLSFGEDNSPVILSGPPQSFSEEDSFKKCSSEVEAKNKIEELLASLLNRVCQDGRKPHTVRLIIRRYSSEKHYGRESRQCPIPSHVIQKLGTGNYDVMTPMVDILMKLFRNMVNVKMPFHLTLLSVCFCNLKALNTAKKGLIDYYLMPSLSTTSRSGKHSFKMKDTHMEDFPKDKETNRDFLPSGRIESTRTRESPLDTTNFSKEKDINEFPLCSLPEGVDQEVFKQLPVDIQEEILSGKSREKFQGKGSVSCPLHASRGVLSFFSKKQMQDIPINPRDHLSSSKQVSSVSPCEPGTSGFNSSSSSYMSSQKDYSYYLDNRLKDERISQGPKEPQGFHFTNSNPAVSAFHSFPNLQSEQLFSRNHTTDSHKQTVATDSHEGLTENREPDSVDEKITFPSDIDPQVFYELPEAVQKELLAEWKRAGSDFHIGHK
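Pol iota at 10 nM preincubated 15 min with compounds at room temperature; reaction started with fluorescent substrate, 50 nM final. Fluorescence read kinetically at 0 and 10 min; buffer-only wells as negative control.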
BAZ2B block: inhibitors of human BAZ2B bromodomain. Q9UIF8. AlphaScreen BAZ2B-H3K14Ac peptide displacement. actives 4.4% (n = 360,000). AID 504333. Potency, µM (titrated, usually from 114 µM), for inactives: at the top dose activity change, negative = inhibition, most hits filed as inhibitors; note: % is set by controls: 0 for no effect and ±100 for the full control effect; nearly all actives have a fitted effect of over 60% in size
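In this displacement format the biotinylated H3(5-23) peptide acetylated at Lys14 serves as ligand at 50 nM, with BAZ2B at 50 nM in PBS pH 7.4 containing 0.01% Tween-20. Donor and acceptor beads are 10 ug/mL final.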
Anesthetic bind: binds horse apoferritin like a general anesthetic; apoferritin/1-aminoanthracene competitive binding, fluorescence; Potency, µM (top dose mostly 77.5 µM), for the others: at the highest dose activity change, negative = displacement, most hits filed as inhibitors; actives 0.074% (n = 350,000); note: % is set by controls: 0 for no effect and ±100 for the full control effect; nearly all actives have a fitted effect of over 20% in size
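In PBS, apoferritin at 10 uM is loaded with 1-AMA from a 50% saturated solution. After 10 min of compound exposure at ambient temperature, reduced 535 nm fluorescence indicates probe displacement.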
POLB inh: blocks human DNA polymerase beta activity. P06746. Pol beta primer extension/strand displacement, fluorescence kinetic. Potency, µM (doses to about 114 µM), for the others: at the top dose activity change, negative = inhibition, hits mostly inhibitors. actives 1.3% (n = 340,000); note: % is set by controls: 0 for no effect and ±100 for the full control effect
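Pol beta (10 nM) and compounds were preincubated 15 min at room temperature, then 50 nM substrate (final) started primer extension/strand displacement. Reads were taken at 0 and 10 min; concentration-response data were fitted to a four-parameter Hill equation.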
Pol kappa inh: blocks human DNA polymerase kappa activity | actives 0.53% (n = 400,000) | Q9UBT6 | purified Pol kappa, fluorescent DNA synthesis assay, 10 min | Potency, µM (series often up to 107 µM), inactives show at the top dose activity, negative = inhibition, usual class: inhibitors; note: % is set by controls: 0 for no effect and ±100 for the full control effect
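First, compounds were pin-transferred onto 10 nM Pol kappa. After 15 min at room temperature, substrate was added to 50 nM final. Fluorescence was then measured kinetically at 0 and 10 min.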
POLH inh: DNA polymerase eta (human) inhibition | Q9Y253 | recombinant Pol eta, fluorescent DNA replication assay | Potency, µM (top dose mostly 114 µM), inactives show top-dose activity change, negative = inhibition, most hits filed as inhibitors | actives 1.2% (n = 390,000); note: % is set by controls: 0 for no effect and ±100 for the full control effect
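Fluorescent replication assay: 50 nM final substrate added after a 15 min room-temperature compound preincubation with 10 nM enzyme. Signal taken at 0 min and again at 10 min.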
BLM helicase inh: Bloom syndrome helicase (human) inhibition; AID 2528; recombinant BLM DNA unwinding, fluorescence dequenching; actives 0.2% (n = 350,000); Potency, µM (top dose mostly 56.1 µM), without a hit: top-dose activity change, negative = inhibition, most hits filed as inhibitors;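 note: plate controls were vehicle for no effect and no enzyme for full effect; nearly all actives have a fitted effect of over 35% in size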
APE1 inh: APE1 (human) endonuclease inhibition. recombinant APE1, TAMRA/BHQ-2 abasic DNA cleavage fluorescence. P27695. Potency, µM (doses to about 65.8 µM), for the others: top-dose activity change, negative = inhibition, hits mostly inhibitors. actives 0.35% (n = 350,000). AID 2517;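 note: plate controls were vehicle for no effect and reference inhibitor for full effect; nearly all actives have a fitted effect of over 55% in size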
Target sequence (P27695 whole entry, looked up): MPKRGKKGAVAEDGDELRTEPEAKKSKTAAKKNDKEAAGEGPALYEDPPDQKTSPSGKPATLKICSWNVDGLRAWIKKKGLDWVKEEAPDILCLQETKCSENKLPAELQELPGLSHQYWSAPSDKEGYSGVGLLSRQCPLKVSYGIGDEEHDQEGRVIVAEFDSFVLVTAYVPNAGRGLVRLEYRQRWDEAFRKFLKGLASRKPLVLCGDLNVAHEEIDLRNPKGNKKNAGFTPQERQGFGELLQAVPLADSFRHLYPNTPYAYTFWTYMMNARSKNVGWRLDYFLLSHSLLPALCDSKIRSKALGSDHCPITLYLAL
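Kinetic fluorescence read (525 ex/598 em nm, three reads 60 s apart) of AP-site incision; signal = third minus first read. Enzyme 0.75 nM, dual-labelled THF duplex 50 nM, compound preincubation 15 min RT.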
G9a inh: inhibitors of human histone lysine methyltransferase G9a | Q96KQ7 | G9a H3K9 monomethylation, AlphaScreen, 2 h | Potency, µM (titrated, usually from 102 µM), for the others: at the highest dose activity, negative = inhibition, hits mostly inhibitors | actives 8.8% (n = 350,000); note: % is set by controls: 0 for no effect and ±100 for the full control effect; nearly all actives have a fitted effect of over 75% in size
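Methyltransferase reactions run at room temperature for 2 h (20 nM enzyme, 500 nM biotin-H3K9 peptide, 20 uM SAM) after a 15 min compound preincubation; product detected by AlphaScreen beads and anti-H3K9me1 antibody.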
An asterisk follows results filed as active; ? = inconclusive; / = not tested or not shown; & = joins results of further samples; [ ] = another dose, or the depositor's remark. Calls come from the whole dose curve; as a rule, active = well fitted curve in the direction sought with a large enough effect; inconclusive = small, poorly fitted or top-dose-only effect, or another doubt; inactive = no such curve, though single readings can be large; an effect the other way counts as inactive or inconclusive. Potency is the fitted concentration of half-maximal effect. This is a subset. The share of hits here may be higher or lower than overall.

Every second line gives: POLI inh	BAZ2B block	Anesthetic bind	POLB inh	Pol kappa inh	POLH inh	BLM helicase inh	APE1 inh	G9a inh
Clc1ccc(-c2nc(N3CCOCC3)nc3ccccc23)cc1
    53%[activator]	?	-8%	-13%	1%	0%	-4%	1%	14%[0.501 µM]
CCOC(=O)C1=C(C)Nc2ccccc2N=C1NC(=O)c1cccc(S(=O)(=O)NCc2ccccc2)c1
    16%	1%	-16%	-1%	-13%	-2%	-5%	-3%	31%[12.7 µM]
COCCn1c(C)cc(/C=N/NC(=O)c2cc3ccccc3cc2O)c1C
    10%	-27%	/	/	-9%	?	/	18%	43%[activator][12.7 µM]
COc1ccc(C(=O)N2CCN(c3nc4ccccc4o3)CC2)cc1OC
    2%	-1%	-4%	22%	-11%	-25%	2%	-2%	4%
O=C(Cn1c2ccc(F)cc2c2nc3n(c(=O)c21)CCS3)Nc1ccccc1C(F)(F)F
    71%[activator]	-4%	-8%	1%	-4%	-24%	-6%	0%	6%
CCCc1nnc(NC(=O)c2cc(OC)cc(OC)c2)s1
    0%	4%	-20%	2%	-2%	-1%	-2%	-7%	-3%
CCCN1CCN(c2ccc(S(N)(=O)=O)cc2[N+](=O)[O-])CC1
    -3%	/	9%	-12%	8%	-9%	-2%	-3%	-44%
COc1ccc(-n2ncc3c(NCc4ccccn4)ncnc32)cc1
    20%	?	-7%	-24%	-10%	-8%	2%	4%	-27%[59 µM]
CC(C)(C)c1ccc(OCc2ccc(C(=O)N/N=C/c3ccc([N+](=O)[O-])cc3)o2)cc1
    8%	-31%	-21%	2%	-10%	5%	-1%	-4%	-3%[59 µM]
CCOc1ccc(NC(=O)c2cc3n(n2)C(C(F)(F)F)CC(c2ccco2)N3)cc1 (stereo not drawn)
    1%	4%	-19%	31%	-4%	-4%	-2%	17%	-23%
CCOc1ccc(NC(=O)c2c(NCc3ccc(C)o3)sc3c2CCC(C)C3)cc1 (stereo not drawn)
    2%	-33%	-21%	-8%	-14%[60.1 µM]	-16%	-9%	/	?
CN1C(=O)/C(=C\C=C2/CCCN2C)N(C)C1=S
    14%	-35%	-5%	33%	5%	-7%	2%	-3%	18µM*
CCC(=O)Nc1ccccc1C(=O)OCC(=O)c1ccc2ccccc2c1
    3%	5%	?	-28%	-5%	-17%	-10%	-6%	6%[2.33 µM]
COc1ccc(-c2cn[nH]c2-c2ccc(OCc3ccc([N+](=O)[O-])cc3)cc2O)cc1
    51%[activator]	-29%	?	-1%	-18%	-21%	-14%	6%	?
CC12CN3CCN(CC(C3)/C1=N\NC(=O)c1ccccc1N)C2
    101%[activator]	-10%	-5%	25%	-4%	-21%	0%	3%	7%

Part of the list above in another layout.
molecule | POLI inh | BAZ2B block | Anesthetic bind | POLB inh | Pol kappa inh | POLH inh | BLM helicase inh | APE1 inh | G9a inh
Clc1ccc(-c2nc(N3CCOCC3)nc3ccccc23)cc1 | 53%[activator] | ? | -8% | -13% | 1% | 0% | -4% | 1% | 14%[0.501 µM]
CCOC(=O)C1=C(C)Nc2ccccc2N=C1NC(=O)c1cccc(S(=O)(=O)NCc2ccccc2)c1 | 16% | 1% | -16% | -1% | -13% | -2% | -5% | -3% | 31%[12.7 µM]
COCCn1c(C)cc(/C=N/NC(=O)c2cc3ccccc3cc2O)c1C | 10% | -27% | / | / | -9% | ? | / | 18% | 43%[activator][12.7 µM]
COc1ccc(C(=O)N2CCN(c3nc4ccccc4o3)CC2)cc1OC | 2% | -1% | -4% | 22% | -11% | -25% | 2% | -2% | 4%
O=C(Cn1c2ccc(F)cc2c2nc3n(c(=O)c21)CCS3)Nc1ccccc1C(F)(F)F | 71%[activator] | -4% | -8% | 1% | -4% | -24% | -6% | 0% | 6%
CCCc1nnc(NC(=O)c2cc(OC)cc(OC)c2)s1 | 0% | 4% | -20% | 2% | -2% | -1% | -2% | -7% | -3%
CCCN1CCN(c2ccc(S(N)(=O)=O)cc2[N+](=O)[O-])CC1 | -3% | / | 9% | -12% | 8% | -9% | -2% | -3% | -44%
COc1ccc(-n2ncc3c(NCc4ccccn4)ncnc32)cc1 | 20% | ? | -7% | -24% | -10% | -8% | 2% | 4% | -27%[59 µM]
CC(C)(C)c1ccc(OCc2ccc(C(=O)N/N=C/c3ccc([N+](=O)[O-])cc3)o2)cc1 | 8% | -31% | -21% | 2% | -10% | 5% | -1% | -4% | -3%[59 µM]
CCOc1ccc(NC(=O)c2cc3n(n2)C(C(F)(F)F)CC(c2ccco2)N3)cc1 (stereo not drawn) | 1% | 4% | -19% | 31% | -4% | -4% | -2% | 17% | -23%

The list continues:
Every second line gives: POLI inh	BAZ2B block	Anesthetic bind	POLB inh	Pol kappa inh	POLH inh	BLM helicase inh	APE1 inh	G9a inh
FC(F)(F)c1cccc(NC(=S)NNC(=S)NCc2ccccc2)c1
    ?	-10%	?	0%	-11%	-12%	?	-6%	?
CCC(C(=O)OCC(=O)N1CCN(c2ccc(OC)cc2)CC1)c1ccccc1 (stereo not drawn)
    -13%	?	/	/	15%	-13%	/	23%	?
COc1ccccc1CNc1ncnc2cc(OC)c(OC)cc12
    -12%	-16%	-10%	2%	-8%	-4%	4%	-2%	32µM*
COc1ccccc1-c1cc(C(=O)NC(C)C)no1
    11%	7%	-18%	9%	-2%	-6%	-1%	-2%	16%
O=C(Nc1ccccc1N1CCOCC1)c1ccccc1[N+](=O)[O-]
    -3%	-33%	-19%	-24%	2%	-12%	2%	-6%	4%
Cc1ccc(Nc2c(-c3ccc(C)o3)nc3cccc(C)n23)cc1
    -28%&17%	25µM*	0%	3%	-2%&-14%	-24%	-12%	/	18µM*
Cc1cc(C)cc(NC(=O)C(Sc2ncnc3ccccc23)c2ccccc2)c1 (stereo not drawn)
    3%	-3%	-21%	?	-7%	-11%	-12%	-8%	-9%[59 µM]
COc1cc(/C=N/NC2=NCCCCC2)ccc1O
    48%[activator]	-4%	-3%	4%	6%	-21%	-3%	2%	56µM*
COc1ccc(CN(Cc2ccco2)C(=O)COc2ccc(Cl)cc2C)cc1
    12%	32%	90%[activator]	38%	-2%	-3%	-9%	/	69%[activator][59 µM]
O=C(Nc1ccc(N2CCOCC2)c(Cl)c1)c1cccnc1Cl
    17%	-2%	2%	-1%	1%	?	7%	13%	-5%[59 µM]
Nc1nc(Cl)nc2ccc(Br)cc12
    16%	0%	6%	10%	9%	-7%	2%	1%	-6%[59 µM]
CCOc1ccccc1NC(=S)NC1CC2CCC1C2 (stereo not drawn)
    6%	-17%	5%	11%	2%	-14%	-2%	-13%	22%[0.501 µM]
O=C(Nc1ccccc1C(=O)NCc1cccnc1)c1ccccc1Cl
    125%[activator]	-15%	-3%	38%	-5%	-7%	-5%	-5%	21%
CSCC(=O)N1CCc2ccc(NC(=O)c3ccccc3Cl)cc2C1
    -8%	1%	7%	5%	-7%	-12%	-4%	14%	-8%[0.501 µM]
COc1cccc2c(=O)cn[nH]c12
    5%	6%	165%[activator]	44%	2%	-22%	-3%	0%	10%[59 µM]
O=C(Cc1n[nH]c(=O)c2ccccc12)OCC(=O)c1ccccc1Cl
    1%	0%	/	/	-1%	1%	/	14%	-49%
COc1ccc(N2CCN(C(=O)c3ccc4c(=O)n(CCc5ccc(OC)c(OC)c5)c(=O)[nH]c4c3)CC2)cc1
    116%&-7%[activator]	3%&-4%	-7%&-12%	2%&-18%	3%	-18%&-17%	-7%&-1%	10%	?
Cc1noc(/C=C/N(C)C)c1S(=O)(=O)N(C)CC(=O)N1CCc2ccccc21
    -11%	2%	-6%	1%	-4%	-11%	-5%	-3%	-47%
CCCC(=O)Nc1ccc2nc(SCCOc3ccccc3)sc2c1
    11%	?	-1%	14%	3%	-16%	-4%	/	6%[59 µM]
CCOc1ccc(-c2n[nH]c(=S)c3ccccc23)cc1
    20%	-4%	5%	0%	6%	-5%	-6%	54%[activator]	-6%
COc1ccc(CCNc2ncnc3c2nnn3C)cc1
    20%	2%	?	20%	-1%[60.1 µM]	-12%	0%	/	-1%[59 µM]
CCOC(=O)c1cnc(SCC(=O)N2CCc3ccccc32)nc1N
    9%	4%	-6%	-2%	-6%	0%	-1%	12%	?
CCOC(=O)c1c(C)[nH]c(C)c1C(=O)COC(=O)c1ccc(OC)cc1
    130%[activator]	?	-5%	14%	-6%	-16%	-9%	11%	40µM*
Cc1ccc(-n2nc3cc(C)c(N)cc3n2)cc1
    1%	?	184%[activator]	46%	-9%	-7%	-2%	0%	1.6µM*
CCOc1c(C)cc(S(=O)(=O)NCc2cccnc2)c(C)c1C
    101%[activator]	3%	-11%	16%	-1%	-3%	-3%	-5%	15%[0.501 µM]
Cc1cccc(N(CC(N)=O)C2SC(=O)NC2=O)c1 (stereo not drawn)
    2%	8%	-3%	52%	6%	-12%	-10%	-5%	-4%[59 µM]
CCOc1ccc(NC(=O)COC(=O)c2c(OC)cccc2OC)cc1
    19%	-4%	-13%	9%	0%	-18%	-4%	1%	3%[59 µM]
CCO[C@H]1OC(C(=O)N2CCOCC2)=C[C@@H](C2CC2)[C@@H]1CCCO
    -8%	-10%	0%	21%	-7%	-21%	0%	-1%	11%[59 µM]
Cc1cc(S(=O)(=O)N2CCOCC2)ccc1OCC(=O)Nc1ccccc1F
    37%[activator]	-13%	28%	61%	-5%	-23%	0%	-6%	5%
FC(F)(F)c1ccccc1CNCc1ccncc1
    30%[activator]	-9%	-5%	3%	-13%	-11%	3%	-7%	-13%[0.501 µM]
Cc1cc(SCc2ccc(Cl)cc2Cl)nc(=O)[nH]1
    7%	?	?	-30%	-25%	-3%	-1%	33%	19%
O=C(CNC(=O)c1ccc2ccccc2c1)NC1CCCCC1
    55%[activator]	/	/	/	-8%	-7%	/	-16%	/
O=C(CN1CCCC1)NCC(=O)Nc1ccc(F)cc1
    16%	1%	1%	-2%	4%	-16%	1%	-8%	-4%
COc1ccc(-n2c(=O)c3c(c4cc(OC)ccc4n3C)n(Cc3c(F)cccc3Cl)c2=O)cc1
    21%	-10%	-5%	19%	1%	-2%	1%	/	?
